# HCV inh = blocks hepatitis C virus. hit rate 3.4% among 340,000. Huh7.5.1 HCVcc-Cre infection, luciferase reporter, 44 h. Potency, µM (titrated, usually from 41.8 µM), without a hit: at the highest dose activity change, negative = inhibition, most hits filed as inhibitors. AID 651820; note: potency is the fitted concentration of half-maximal effect; % is set by controls: 0 for no effect and ±100 for the full control effect
#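 Compounds are dispensed onto cells plated 4 h earlier at 1,000 per well, with HCVcc-Cre virus (about 0.5 moi) added next. Following 44 h of culture, luminescent signal is measured for 15 sec after 15 min with substrate at room temperature.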
# LmPK inh = inhibitors of Leishmania mexicana pyruvate kinase | Q27686 | purified LmPK, Kinase-Glo ATP luminescence, 1 h | Potency, µM (series often up to 57.5 µM), for the others: top-dose activity change, negative = inhibition, hits mostly inhibitors | hit rate 0.37% among 290,000 | AID 1721; note: potency is the fitted concentration of half-maximal effect; % is set by controls: 0 for no effect and ±100 for the full control effect
# Target sequence (Q27686 whole entry, looked up): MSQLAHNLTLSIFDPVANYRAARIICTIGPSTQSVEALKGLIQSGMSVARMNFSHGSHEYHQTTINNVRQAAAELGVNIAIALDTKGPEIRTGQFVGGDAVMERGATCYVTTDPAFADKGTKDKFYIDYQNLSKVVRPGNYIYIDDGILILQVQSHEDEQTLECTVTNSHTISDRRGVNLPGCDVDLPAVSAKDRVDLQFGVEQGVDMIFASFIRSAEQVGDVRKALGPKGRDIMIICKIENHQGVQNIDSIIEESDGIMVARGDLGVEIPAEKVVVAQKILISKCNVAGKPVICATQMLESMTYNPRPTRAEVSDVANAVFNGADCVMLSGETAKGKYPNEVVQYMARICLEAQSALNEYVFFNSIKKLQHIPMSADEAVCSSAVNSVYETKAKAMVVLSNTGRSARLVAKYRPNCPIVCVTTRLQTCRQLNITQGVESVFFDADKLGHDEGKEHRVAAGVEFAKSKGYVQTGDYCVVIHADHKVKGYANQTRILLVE
#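 Purified LmPK (0.1 nM) with 0.5 mM PEP and 0.1 mM ADP in imidazole buffer pH 7.2 with MgCl2/KCl, 1 h at room temperature. ATP formed was read by luciferase luminescence and normalized to no-enzyme and uninhibited controls.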
# Pf growth 48h = P. falciparum growth inhibition at 48 hours (one generation). P. falciparum luciferase growth in erythrocytes, 48 h. Potency, µM (highest dose often 28.7 µM), for inactives: top-dose activity change, negative = inhibition, usual class: inhibitors. hit rate 5.9% among 310,000. AID 504832; note: potency is the fitted concentration of half-maximal effect; % is set by controls: 0 for no effect and ±100 for the full control effect
#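 Read-out is firefly luciferase luminescence from an integrated reporter in P. falciparum, so falling signal marks reduced parasite growth. Infected erythrocytes were at 2% hematocrit and 0.1% parasitemia (final) in Albumax-supplemented RPMI 1640.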
# Pf growth 96h = P. falciparum growth inhibition at 96 hours | Potency, µM (titrated, usually from 28.7 µM), for inactives: at the highest dose activity change, negative = inhibition, actives largely listed as inhibitors | AID 504834 | P. falciparum luciferase reporter growth, 96 h | hit rate 6.9% among 320,000; note: potency is the fitted concentration of half-maximal effect; % is set by controls: 0 for no effect and ±100 for the full control effect
#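 Delayed-death screen, second-generation endpoint: infected erythrocytes, 2% hematocrit, 0.05% parasitemia final; 96 hours at 37 C, 5% CO2; luciferase detection reagent; luminescence decrease equals reduced growth.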
# Shiga inhibitor = Shiga toxin inhibition; Vero cells, Shiga toxin protein synthesis inhibition reporter; inhibition, % at 38.7 µM; hit rate 9.2% among 290,000; in the data active = inhibition mostly above about 28%, no sharp cut-off; inactive = mostly below about 43%; note: 0% is about no effect
# TbPYK inhibitor = inhibitors of Trypanosoma brucei pyruvate kinase | Q57TT1 | TbPYK enzyme, Kinase-Glo Plus ATP luminescence, 45 min | Potency, µM (titrated, usually from 76.8 µM), for the others: at the highest dose activity, negative = inhibition, actives largely listed as inhibitors | hit rate 0.12% among 410,000 | AID 624173; note: potency is the fitted concentration of half-maximal effect; % is set by controls: 0 for no effect and ±100 for the full control effect; nearly all actives have a fitted effect of over 50% in size
#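 Glycolytic pyruvate kinase of T. brucei was incubated with substrate, test compound and 130 uM ADP for 45 minutes at room temperature. Luminescent Kinase-Glo Plus signal was measured after 10 minutes.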
# CHX counter = counter-screen hit for Shiga toxin inhibitors, cycloheximide; cell reporter, cycloheximide protein synthesis inhibition counterscreen; max response, %; hit rate 12% among 300,000; in the data active = max response mostly above about 13%, no sharp cut-off; inactive = mostly below about 14%; note: read at 38.3 µM for the half of the compounds with a filed dose; 0% is about no effect
# Active calls of the source: *; ? = inconclusive; . = no result given; & = joins results of further samples; [ ] = remark or other dose. Unless noted, calls come from the whole dose curve; as a rule, active = well fitted curve in the direction sought with a large enough effect; inconclusive = small, poorly fitted or top-dose-only effect, or another doubt; inactive = no such curve, though single readings can be large; an effect the other way counts as inactive or inconclusive. Compounds as they come; about 24% have a hit in one of these screens.
SMILES,HCV inh,LmPK inh,Pf growth 48h,Pf growth 96h,Shiga inhibitor,TbPYK inhibitor,CHX counter
O=C(CCN1CCC(c2ccccc2)C1)c1cccs1 (stereo unspecified),?,-2%,-2%,?,3,-8%,1
Cc1cc(C(=O)N/N=C2\CC(=O)CC(C)(C)C2)n[nH]1,17%,-7%,11%,2%,-9,-2%,6
COC(=O)C1=C(c2cccc(C#N)c2)C[C@@H]2CC[C@H]1N2C(=O)N1CCC(C)CC1,13%,.,?,?,.,1%,.
CCOc1ccccc1CN1CCN(S(C)(=O)=O)CC1,-1%,0%,-10%,?,-43,24%,11
O=C(Nc1ncccn1)c1cc([N+](=O)[O-])cc([N+](=O)[O-])c1,15%,-4%,-5%,?,-12,-5%,1
Cc1ccc(S(=O)(=O)N/N=C\c2cn(-c3ccccc3)nc2-c2ccccc2)cc1,2%,1%,56%[activator],3%,31,2%,20*
COc1ccc(OC)c(C2=NOC(C(=O)NCc3ccco3)C2)c1 (stereo unspecified),-26%,-1%,.,-21%,6,-6%,-2
Nc1nc(OCC(F)(F)F)cc(Oc2ccccc2F)n1,-25%,-2%,4%,23%,80*,2%,22*
Cc1sc2nc(CC(N)=O)[nH]c(=O)c2c1-c1ccccc1,14%,-3%,-1%,21%,-3,2%,-2
c1ccc([C@H]2CN3C(=N2)Sc2ccccc23)cc1,?,.,72%[activator],124%[activator],.,-4%,.
O=c1[nH]c(/C=C/c2ccc(Br)cc2)nc2c1cnn2-c1ccccc1,.,3%,18%,30%,-6,.,-3
COc1ccc(NC(=O)N(Cc2ccc(C)cc2)Cc2cccnc2)c(OC)c1,?,11%,.,?,-12,-4%,-6
CCCc1cc(Nc2c(C)n(C)n(-c3ccccc3)c2=O)n2c(nc3ccccc32)c1C#N,-5%,1%,1.7µM*,-2%,-6,4%,3
COc1ccc(NC(=S)NC(=O)c2csnn2)cc1,7%,3%,-5%,32%[activator],12,-4%,1
CN1CCN(S(=O)(=O)c2ccc(N)cc2)CC1,11%,1%,-2%,19%,-1,-6%,-1
Cc1cccc(OCc2nnc(SCC(=O)c3ccccc3)o2)c1,-10%,1%,14%,.,-7,-4%,10
COc1ccc(C)cc1NC(=O)CN1C(=O)COc2ccc(S(=O)(=O)N3CCC(C)CC3)cc21,7%,1%,?,?,-8,1%&1%,17
COc1ccccc1C(=O)NCCCNC(=O)c1cnccn1,11%,-1%,-1%,?,-5,2%,-6
COc1cc(CCCN2CCNC[C@@H]2Cc2ccc(O)cc2)cc(OC)c1OC,49%[activator],.,?,7%,.,3%,.
Cc1ccc(C2C(=O)N(C3CCCC3)CC(=O)N2CC2COc3ccccc3O2)cc1 (stereo unspecified),-6%,5%,?,?,-14,0%,-3
CCN(CC)c1nc(C(F)(F)F)nc2c1nnn2Cc1ccccc1,-22%,-2%,?,?,-3,-2%,1
CC(=O)N1CCCc2cc(S(=O)(=O)N3CCCC(C(=O)Nc4ccccc4C)C3)ccc21 (stereo unspecified),-8%,3%,?,8%,-4,4%,-3
Cn1ncc(Br)c1C(=O)N/N=C/c1cccc(OC2CSC2)c1,-12%,5%,-8%,-47%,26*,-7%,4
CCOC(=O)c1c(NC(=O)C(C)Sc2cccc[n+]2[O-])sc2c1CCN(Cc1ccccc1)C2 (stereo unspecified),-15%,2%,9.3µM*,5.2µM*,-14,4%,-5
COC(=O)CN(c1ccc2c(c1)OCO2)S(=O)(=O)c1c(C)[nH]c(=O)[nH]c1=O,11%,2%,14%,?,17,1%,-1
COc1cccc(-c2nn3c(-c4ccco4)nnc3s2)c1,0%,6%,10%,8.3µM*,36,.,4
CCS(=O)(=O)c1ccc(S(=O)(=O)CC)s1,6%,0%,5%,-14%,-8,-16%,-3
O=C(O)C1CCCN(S(=O)(=O)c2ccc(F)cc2)C1 (stereo unspecified),9%,3%,5%,20%,11,-7%,8
COc1ccc(N2C(=O)CC(NCc3ccncc3)C2=O)cc1 (stereo unspecified),8%,4%,11%,.,-1,2%,4
O=C(CSc1nnc(CNC(=O)c2ccccc2F)o1)Nc1ccc2c(c1)OCO2,6%,-2%,19%,?,19,0%,4
Cc1onc(-c2c(F)cccc2Cl)c1C(=O)N1CCOC12CCCCC2,5%,0%,105%[activator],-31%,-24,2%,10
COc1ccc2c(c1OC)C(=O)N1N=C(c3ccc(F)cc3)CC21 (stereo unspecified),2%,-5%,?,139%[activator],21,-30%,10
NC(=O)c1cccc(-c2cccc(OC(=O)NC3CCCCC3)c2)c1,-2%,-7%,2%,?,11&11,0%,2&11
CCOC(=O)c1oc2cc(O)ccc2c(=O)c1-c1csc(C)n1,-5%,7%,6%,44%[activator],-18,-11%,-4
O=[N+]([O-])c1cc(C(F)(F)F)cc([N+](=O)[O-])c1NCCCN1CCOCC1,?,-3%,0%,17%,7,2%,-1
O=C(NCC1CCCN1S(=O)(=O)c1cccs1)C(=O)Nc1ccccc1Cl (stereo unspecified),-2%,.,?,-13%,.,-1%,.
COc1ccc(Cc2nnc(SCC(=O)c3c(N)n(C4CC4)c(=O)[nH]c3=O)o2)cc1,-1%,.,?,?,.,-6%,.
O=C(Nc1cccc([N+](=O)[O-])c1)N1CCCc2ccccc21,3%,0%,-22%,-13%,74*,-4%,48*
CCC(C)NC(=O)Cn1cc(S(=O)(=O)N2CCCC2)c(S(=O)(=O)N2CCCC2)c1 (stereo unspecified),26%,1%,-18%,?,4,3%,4
O=C(CSc1cn(CC(=O)N2CCCCCC2)c2ccccc12)NCC1CCCO1 (stereo unspecified),-1%,9%,-18%,?,28,-6%,10
CC(C(=O)NCC1CCCCC1)N1CCN(S(=O)(=O)c2cccs2)CC1 (stereo unspecified),2%,.,9.3µM*,?,.,-2%,.
O=C(COc1ccc(Br)cc1)NCCN1CCCC1,2%,5%,-11%,?,.,-5%,-4
CC(C)c1ccc(CNc2ncc(Br)cn2)cc1,-4%,-2%,90%[activator],12%,32*,-27%,17*
CN(C)/C=C/C(=O)c1ccc(Br)cc1,7%,-9%,27%,0%,61*,5%,26*
O=c1[nH]c2ccc(NCc3ccc(F)cc3)cc2[nH]1,4%,0%,39%[activator],?,41*,-4%,13*
CC(=N/O)/C(=N\O)c1ccc(C)o1,9%,-2%,8%,77%[activator],-5,1%,-3
COc1ccc(Cl)cc1N(C(=O)c1ccco1)C(C(=O)NC1CCCC1)c1cccnc1 (stereo unspecified),5%,2%,?,32%[activator],-12,-2%,-1
C=Cn1ccnc1P(=S)(c1cc(N(CC)CC)ns1)c1nccn1C=C,-9%,3%,?,-17%,-7,0%,-5
COc1ccc(Nc2nc(N)nc(CSC(=S)N3CCN(c4ccccc4)CC3)n2)cc1,?,0%,?,12µM*,-2,1%,1
CC(Sc1nnc(C2CC2)n1C1CC1)C(=O)Nc1cccc(S(=O)(=O)N(C)C)c1 (stereo unspecified),-14%,.,?,?,.,5%,.

# Single records, from the list above. Values in the order: HCV inh, LmPK inh, Pf growth 48h, Pf growth 96h, Shiga inhibitor, TbPYK inhibitor, CHX counter
# O=C(O)C1CCCN(S(=O)(=O)c2ccc(F)cc2)C1 (stereo unspecified) across the screens: 9%, 3%, 5%, 20%, 11, -7%, 8
# Cc1onc(-c2c(F)cccc2Cl)c1C(=O)N1CCOC12CCCCC2 across the screens: 5%, 0%, 105%[activator], -31%, -24, 2%, 10
# COc1ccc(OC)c(C2=NOC(C(=O)NCc3ccco3)C2)c1 (stereo unspecified) across the screens: -26%, -1%, ., -21%, 6, -6%, -2

# Next section.
SMILES,HCV inh,LmPK inh,Pf growth 48h,Pf growth 96h,Shiga inhibitor,TbPYK inhibitor,CHX counter
COCCN1CCC(CNCc2cn(-c3cc(C)ccc3C)nc2-c2ccccc2)C1 (stereo unspecified),7.9µM*,11%,4.7µM*,?,1,-1%,4
O=C(Nc1cccc(S(=O)(=O)NCc2ccco2)c1)c1cc(-c2ccc(F)cc2)nc2ccccc12,?,-3%,-23%,12µM*,70*,8%,39*
O=C(NCc1ccccn1)c1ccccc1OCc1ccc(Cl)cc1Cl,-22%,.,?,15µM*,.,2%,.
COc1ccc(C(=O)C2CCCN(Cc3ccsc3)C2)cc1OC (stereo unspecified),-14%,6%,11%,20%,-4,0%,2
CCC1CCCCN1C(=O)COc1ccc2c3c(c(=O)oc2c1)CCC3 (stereo unspecified),-2%,.,?,?,.,0%,.
Cc1cccc(Nc2nnc(SCC(=O)NC3CCCc4ccccc43)s2)c1C (stereo unspecified),?,1%,?,?,10,-8%,3
CC(=O)NC1C(=O)N(CC(C)C)c2ccccc21 (stereo unspecified),8%,5%,.,-8%,-10,.,3
CC(=O)c1ccccc1NC(=O)c1cc(S(=O)(=O)N2CCOCC2)ccc1N1CCCC1,23%,.,?,?,.,0%,.
CCCCn1c(O)c(/C=N/NC(=O)c2ccncc2)c(=O)[nH]c1=O,-7%,-3%,-13%,16%,18,-4%,7
Cc1cc(C(=O)OCCO)c(C#N)c(N)n1,2%,3%,-18%,15%,-8,-3%,-2
COc1cccc(NC(=O)c2ccc(S(=O)(=O)N3CCCCC3)cc2)c1,?,4%,?,?,12,2%,-2
Cc1ccccc1CN(c1ccc(C(=O)Nc2cccnc2)cc1)S(C)(=O)=O,9%,3%,.,-18%,-13,.,-2
Cc1c(CN(C)C)c2c(n1Cc1ccccc1)C(=O)c1ccccc1-2,?,1%,?,.,-34,8%,-7
CCCCn1c(N)c(N(C)C(=O)C2CCCC2)c(=O)[nH]c1=O,7%,.,13%,-14%,.,2%,.
Cc1cccc(-n2ncc(C#N)c2N)c1,0%,-9%,16%,-13%,-17,-4%,-2
CC(Sc1nnc2ccccn12)C(=O)Nc1ccc2c(c1)OCCO2 (stereo unspecified),27%,10%,36%[activator],33%[activator],85*,1%,21*
O=C(Nc1ccccc1F)N(Cc1ccc(F)cc1)Cc1nc2ccccc2c(=O)[nH]1,-26%,6%,4%,?,8,-4%,4
CC(C)C(=O)Nc1ccc(-c2nc3ncccc3o2)cc1,-5%,-8%,166%[activator],?,41*,-10%,29*
C=CCn1c(SCCN2CCOCC2)nc2c1c(=O)[nH]c(=O)n2C,6%,-8%,-14%,-1%,-7,-3%,4
CCN1C(=NCc2cc(OC)c(OC)c(OC)c2)N[C@@H](c2cccc(F)c2)C(C(=O)OC)=C1C,.,-7%,5.2µM*,10µM*,10,.,-2
CCCC/S(C)=N/S(=O)(=O)c1ccc(C)cc1 (stereo unspecified),1%,1%,-11%,-8%,-5,3%,-7
O=S(=O)(NC1CC1)c1ccc(S(=O)(=O)N2CCCc3ccccc32)cc1,?,2%,-3%,19%,14,-3%,-1
CS(=O)(=O)Nc1ccc(C(=O)NC2CC3CCC2C3)cc1 (stereo unspecified),9%,10%,28%,.,-6,-5%,-2
CCC(=O)Nc1ccc2c(c1)nc(CCN1CCN(c3ccccn3)CC1)n2C,6%,-4%,6%,-14%,-5,-11%,-2
Fc1ccc(OCCOCCNCC2CCCO2)cc1 (stereo unspecified),7%,-1%,4%,34%[activator],2,-8%,0
Cn1c(-c2cccc([N+](=O)[O-])c2)cnc1NCc1cccc(F)c1,0%,-11%,45%[activator],4.7µM*,-2,20%,-4
CC(C)(C)c1ccc(C(CC(=O)O)NC(=O)Cc2ccc(Cl)cc2)cc1 (stereo unspecified),13%,10%,-21%,63%[activator],-5,-6%,-3

# Bioassay records as filed in PubChem BioAssay.
